Lipid storage S3: qHTS Assay for Lipid Storage Modulators in Drosophila S3 Cells. AID 2685, 2010. 320,000 tested, 0.64% active. lipid storage change, negative = inhibition, % at the top dose, mostly 46.1 µM; hits show Potency in µM. Drosophila S3 cells, BODIPY lipid droplet fluorescence, 18-24 h; cells fed with added oleic acid; active = well fitted inhibition curve with a large enough effect in the signal ratio, with a control signal flat, not every such curve was filed as active; inconclusive = small, poorly fitted or top-dose-only effect, or effect the other way, or a change in a side signal; the % refers to the signal ratio
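Drosophila S3 cells got compounds at several concentrations plus oleic acid (400 uM solution). Laser-scanning cytometry with 488 nm excitation read lipid droplets at 500-530 nm and cells at 575-640 nm. Percent activity was relative to 20 uM Triacsin C.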
Lipid storage S3 cell count max: second read-out of Lipid storage S3, no call of its own (marks repeat the call); cell number change, %; measured here: cell count max response;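 cells counted by Cell Tracker Red CMTPX staining in the red channel; peak over a dose series mostly up to 46.1 µM; percent activity relative to internal control wells on each plate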
An asterisk follows results filed as active; i = inactive; ? = inconclusive; nt = no result given. % is set by controls: 0 for no effect and ±100 for the full control effect; potency is the fitted concentration of half-maximal effect.

SMILES	Lipid storage S3	Lipid storage S3 cell count max
CC(=O)O[C@H]1C(=O)[C@@]2(C)C([C@H](OC(=O)c3ccccc3)[C@]3(O)C[C@H](OC(=O)[C@H](O)[C@@H](NC(=O)Cc4ccccc4)c4ccccc4)C(C)=C1C3(C)C)[C@]1(OC(C)=O)CO[C@@H]1C[C@@H]2O (stereo partly specified)	?	nt
CCN(CC)CCCOC(=O)C(OC)(c1ccccc1)c1ccccc1	?	nt
C(#CCN1CCOCC1)COCc1ccccc1	?	nt
CC(C)c1ccccc1NC1=NCCCS1	?	nt
CCC(=O)OC1(Cc2ccc(CC)cc2)CC(C)N(C)CC1C (stereo unspecified)	?	nt
Cc1ccc(S(=O)(=O)N(C)C/N=C(\N)N[N+](=O)[O-])cc1	?	nt
O=c1cc(-c2ccc(O)c(O)c2)oc2cc(O)cc(O)c12	?	nt
COCCCN1Cc2ccccc2C1=N	?	nt
O=C(Nc1ccccc1)N1CCC2(CC1)OCCO2	7%	1
CCn1c(O)c(/C=N/NC(=O)c2ccccc2)c(=O)n(CC)c1=S	11%	-1
O=C(Cn1ncc2ccsc2c1=O)N1CCC2(CC1)OCCO2	?	nt
N#C/C(N)=C(/N)C#N	?	nt
O=C1NC(=S)N(c2ccc(Cl)cc2)C(=O)/C1=C/N1CCN(C(=O)c2ccco2)CC1	-2%	2
CN(C)CC1Oc2ccccc2OC1(O)c1ccccc1 (stereo unspecified)	?	nt
CC(=O)OC(C)(C)/C=C/C(=O)C(C)(O)C1[C@H](O)C[C@@]2(C)C3CC=C4C(CC[C@@H](O)C4(C)C)[C@]3(CO)C(=O)C[C@]12C (stereo partly specified)	i	13

Part of the list above, bar-delimited:
SMILES | Lipid storage S3 | Lipid storage S3 cell count max
COCCCN1Cc2ccccc2C1=N | ? | nt
O=C(Nc1ccccc1)N1CCC2(CC1)OCCO2 | 7% | 1

Continuation.
SMILES	Lipid storage S3	Lipid storage S3 cell count max
O=C1C2CCCN2C(c2cccc(Cl)c2)N1c1ccccn1 (stereo unspecified)	0%	7
CCCCc1nc2ccccc2c(=O)n1-c1ccc(Cl)cc1[N+](=O)[O-]	15%	nt
CN1CC(C(=O)c2cccs2)C(c2ccc(Cl)cc2)C1 (stereo unspecified)	3%	6
CN(C)C(=O)Oc1ccc2c(c1)O/C(=C\c1ccc(Cl)cc1)C2=O	i	8
O=c1[nH]c(O)c(C=Nc2ccccc2Sc2ccccc2)c(=O)[nH]1	1%	6
CCOC(=O)C(O)(c1ccc(N=c2ccccn2C)cc1)C(F)(F)F (stereo unspecified)	?	nt
CN(C)c1ccc(C=C(C#N)C#N)cc1	1%	9
CN1OC[C@@H]2COc3ccc4ccccc4c3[C@@H]21	?	nt
O=C(NC(C(Cl)Cl)N1CCOCC1)c1ccccc1 (stereo unspecified)	?	nt
Cc1cccc(N=Cc2c(O)n(-c3ccccc3C)c(=O)[nH]c2=O)c1	?	nt
COc1ccccc1OP(=O)(Nc1ccc(Br)cc1)Oc1ccccc1OC	?	nt
COc1ccc(-c2nc(CSCC(=O)N3CCC4(CC3)OCCO4)c(C)o2)cc1OC	5%	1
Cc1nc2ccccc2c(=O)n1-c1ccc(Br)cn1	-5%	29
Cc1cc(C=O)c(C)n1C1CCCCC1	?	nt
COC(=O)C1=C(c2ccc3ccccc3c2)C[C@@H]2CC[C@H]1N2C(=O)NC1CCCCC1	i	3
CCCCC12CNCC(C)(CNC1)C2=O	?	nt
N#CC1=C(N)Oc2c(c(=O)oc3ccccc23)C1c1ccccc1OC(=O)c1cccs1 (stereo unspecified)	?	nt
COc1ccc(C(O)P(=O)(OC2CCCCC2)c2ccc(N(C)C)cc2)cc1OC (stereo unspecified)	?	nt
COc1ccc(CN2C(=O)NC(=O)/C(=C/c3ccoc3)C2=O)cc1	?	nt
Cc1ccc2c(c1)c(=O)c1c3n2CCN(CC#N)C3CC1 (stereo unspecified)	-4%	1
Cn1cccc1/C=C1\C(=O)NC(=O)N(Cc2ccccc2Cl)C1=O	4%	-11
O=C(Cn1ncc2c3ccccc3n(Cc3ccc(F)cc3)c2c1=O)N1CCC2(CC1)OCCO2	-10%	-19
OCC[n+]1c2ccccc2nc2ccc(N3CCOCC3)cc21	10%	17
Cc1nc2ccccc2c(=O)n1-c1ccncc1	17%	nt
Cc1cccc(OC(=O)N2CCOCC2)c1	?	nt
Cc1ccc(-n2cc(CNC(C)Cc3cnccn3)c(-c3cccc(C)c3)n2)cc1 (stereo unspecified)	6%	-5
OC(c1cccc(Cl)c1)(c1cccc(Cl)c1)C1CN2CCC1CC2 (stereo unspecified)	-1%	-4
CN1CCN(c2ccc([N+](=O)[O-])c3cccnc23)CC1	i	17
O=c1[nH]c(=S)[nH]c(O)c1C(c1ccccn1)c1c(O)[nH]c(=S)[nH]c1=O	?	nt
N=c1c[n+](CC23CC4CC(CC(C4)C2)C3)[n-]o1	?	nt

Reprinted from the part before: 5 compounds, followed by the next part.
SMILES	Lipid storage S3	Lipid storage S3 cell count max
Cc1ccc(-n2cc(CNC(C)Cc3cnccn3)c(-c3cccc(C)c3)n2)cc1 (stereo unspecified)	6%	-5
OC(c1cccc(Cl)c1)(c1cccc(Cl)c1)C1CN2CCC1CC2 (stereo unspecified)	-1%	-4
CN1CCN(c2ccc([N+](=O)[O-])c3cccnc23)CC1	i	17
O=c1[nH]c(=S)[nH]c(O)c1C(c1ccccn1)c1c(O)[nH]c(=S)[nH]c1=O	?	nt
N=c1c[n+](CC23CC4CC(CC(C4)C2)C3)[n-]o1	?	nt
CCC(=Nc1ccc(OC)cc1OC)c1c(O)n(C)c(=O)n(C)c1=O	?	nt
CS(=O)(=O)NCc1nnc2n1-c1ccc(Cl)cc1C(c1ccccc1)=NC2	5%	14
CNC(C(=O)c1ccccc1)C(OC)c1cccc([N+](=O)[O-])c1 (stereo unspecified)	1%	4
Cc1c(C=C2C(=O)N(C)C(=O)N(C)C2=O)c(=O)n(-c2ccccc2)n1C	3%	nt
O=c1[nH]c(CN2CC=C(c3ccccc3)CC2)nc2scc(-c3ccccc3)c12	-12%	6
O=C1CC(c2cccnc2)=NN1c1ccc(Cl)cc1Cl	?	nt
O=C(N/N=C1/CN2CCC1CC2)c1cccc(O)c1	?	nt
COC(=O)C1=C(c2ccc(C(C)=O)cc2)C[C@@H]2CC[C@H]1N2C(=O)NCCO	?	nt
c1cc2n(c1)-c1c(ccc3c1OCO3)CNC2c1ccc2c(c1)OCO2 (stereo unspecified)	?	nt
ClC(Cl)(Cl)c1ccccc1	0.58µM*	2.3*
Cc1cc(=O)oc2cc3c(cc12)CCCN3	?	nt
COC(=O)CC1=C(C(=O)OC)C2(C(=O)Nc3c(C)cccc32)C(C#N)=C(N)O1 (stereo unspecified)	?	nt
CC/C(=N\NC(=O)c1ccccc1O)c1c(O)n(Cc2ccccc2)c(=O)[nH]c1=O	4%	2
COc1cccc(O)c1CN1CCCC(C(=O)c2ccccc2SC)C1 (stereo unspecified)	14%	-10
O=[N+]([O-])NC1=NCCN1Cc1ccc(Cl)nc1	?	nt
CC1CN=C(NCc2ccc(F)cc2)S1 (stereo unspecified)	?	nt
COc1ccc(-n2c(O)c(C(C)=NCc3ccc4c(c3)OCO4)c(=O)[nH]c2=O)cc1	?	nt
CCOc1nc(NC(C)C)nc(N2CC3CC(C2)c2cccc(=O)n2C3)n1 (stereo unspecified)	5%	11
C=CCSc1nc2c(c(-c3ccsc3)c1C#N)CN(C)CC2	11%	15
NC(=O)Nc1cccc(C(F)(F)F)c1	i	nt
Cc1ccc(-c2nc3ccccc3c(=O)n2-c2cccc(O)c2)cc1	?	nt
Cc1cccc(-n2c(O)c(C=NCCN3CCCCC3)c(=O)[nH]c2=O)c1	?	nt
COC(=O)C1=C(c2ccc(-c3ccccc3)c(F)c2)C[C@@H]2CC[C@H]1N2C(=O)NCc1cccc2ccccc12	?	nt
O=C(COc1ccccc1)N1CCN(CC2CC=CCC2)CC1 (stereo unspecified)	i	17
Cc1ccccc1CS(=O)(=O)Cc1ccc(C(=O)N2CCC3(CC2)OCCO3)o1	0%	nt
O=C(CCN1C(=O)COc2ccccc21)N1CCC2(CC1)OCCO2	2%	1
N=c1sccn1Cc1ccccc1F	-10%	-10
O=c1c2ccccc2nc(/C=C/c2ccc3c(c2)OCO3)n1-c1cccc(O)c1	?	nt
Cc1cc2c(s1)NC(=O)CN=C2c1cccs1	?	nt
CCc1ccccc1NC(=O)CSc1nnc([C@@H](N)Cc2c[nH]c3ccccc23)o1	-19%	-13
CCOC(=O)C(=CNc1ccc(C(O)(C(=O)OCC)C(F)(F)F)cc1C)C(=O)OCC (stereo unspecified)	-6%	-15
CCN1C(=O)N(CC)C(=O)C2(Cc3ccccc3N3CCN(c4ccccc4)CC32)C1=O (stereo unspecified)	?	nt
CCN1C[C@]2(C)CC[C@H](O)[C@]34C1[C@H](C[C@H]23)[C@@]1(O)C[C@H](OC)[C@H]2C[C@@H]4[C@@H]1C2O (stereo partly specified)	-5%	-19
COC(=O)C(O)(c1ccc(NC(=O)NC2CCCCC2)cc1)C(F)(F)F (stereo unspecified)	1%	15
COC(=O)C1=C(c2ccccc2OCc2ccccc2)C[C@@H]2CC[C@H]1N2C(=O)NCCc1ccc(F)cc1	?	nt
COC(=O)C1=C(c2c(C)noc2C)C[C@@H]2CC[C@H]1N2C(=O)NCc1ccco1	?	nt
Cc1cccc(OCCCn2c(=O)oc3ccccc32)c1	?	nt
CCOC(=O)C1(CCCc2ccccc2)CCN(C2CCCC2)CC1	10%	-6
O=C1NC(=O)C(=Cc2ccc(OCCOc3ccc([N+](=O)[O-])cc3)cc2)C(=O)N1	?	nt
Cc1cc([P+](=O)O)c(C)n1-c1ccc(Br)cc1	?	nt
CC1CN=C(NC(C)c2ccccc2)S1 (stereo unspecified)	?	nt
CC1CC(NC(=O)C2C3CCC(O3)C2C(=O)O)CC(C)(C)C1 (stereo unspecified)	?	nt
O=c1c2ccccc2nc(N2CCCC2)n1-c1ccc(Cl)cc1	8%	-8
CCN1CCN(C(=O)COc2ccc(S(=O)(=O)NC(C)C)cc2)CC1	7%	9
O=c1[nH]c(=O)n(-c2cccc3ccccc23)c(O)c1/C=N/N1CCCCC1	-3%	5
CCOc1ccc(CC2C(=O)NC(=O)N(c3ccc(CC)cc3)C2=O)cc1 (stereo unspecified)	?	nt
CCCCn1c(O)c(C(C)=Nc2c(C)n(C)n(-c3ccccc3)c2=O)c(=O)[nH]c1=O	?	nt
COc1ccc(Br)cc1CN1CCN(CCO)CC1	?	nt
COc1ccc(CN2C(=O)CC(=O)NC2=O)cc1	?	nt
O=[N+]([O-])c1ccc(N2CCCCCC2)c2nonc12	i	-4
CN1CCN(C(=O)COc2ccc(S(=O)(=O)NC3CCCCC3)cc2Cl)CC1	i	1
CN1CN(c2cccc([N+](=O)[O-])c2)CN=C1N[N+](=O)[O-]	?	nt
CCOC(=O)C(O)(c1ccc(NC(=S)NC(=O)c2ccc(Cl)cc2Cl)c(C)c1)C(F)(F)F (stereo unspecified)	?	nt
COCCOC(=O)c1c(N)n(Cc2ccccc2)c2nc3ccccc3nc12	?	nt
COc1ccc(CC(=O)N(CCN(C)C)CC2CCCN(Cc3ccccc3F)C2)cc1 (stereo unspecified)	i	nt
CCCCCc1cc(O)c2c3c(c(=O)oc2c1)CN(C)CC3	2%	1
Cc1sc2ncnc(N3CCC(C(=O)Nc4ccc(C#N)c(Cl)c4)CC3)c2c1C	?	nt
OC(c1ccccc1)(c1ccccc1)C1CN2CCC1CC2 (stereo unspecified)	?	nt
C/C(=N\Nc1cccc2ccccc12)c1c(O)n(Cc2ccccc2)c(=O)[nH]c1=O	3%	8
O=C1/C(=C/c2cc([N+](=O)[O-])ccc2Cl)N2CCC1CC2	?	nt

Later entries.
SMILES	Lipid storage S3	Lipid storage S3 cell count max
Cc1ccc(NC(=O)CSc2nnc([C@@H](N)Cc3c[nH]c4ccccc34)o2)c(C)c1	-8%	-18
c1ccc2c(c1)Nc1ccccc1S2	4%	-6
C=CCn1c(O)c(C(C)=Nc2cccc(C(=O)O)c2)c(=O)[nH]c1=O	?	nt
CCN(CC)c1ccc(N=Cc2c(O)n(-c3ccccc3C)c(=O)[nH]c2=O)cc1	?	nt
CC12CC[C@H]3[C@@H](CCC4(O)C[C@H](O)CCC34/C=N/NC(=O)c3ccccc3Cl)C1(O)CCC2C1=CC(=O)OC1 (stereo partly specified)	9%	10
CN1CCC(C)(O)C2CCCCC21 (stereo unspecified)	?	nt
CC(C)OP(=O)(OC(C)C)C(O)c1ccccc1F (stereo unspecified)	8%	8
O=C(Nc1cccc(Br)c1)c1c(O)c2c(n(Cc3ccccc3)c1=O)CCCC2	-1%	-5
Oc1ccc(Cl)c(Cl)c1Cl	?	nt
COC(=O)C1=C(c2ccc(F)cc2OCc2ccccc2)C[C@@H]2CC[C@H]1N2C(=O)NC1CCN(Cc2ccccc2)CC1	?	nt
NCC1(c2ccc3c(c2)OCCO3)CCCC1	?	nt
Cc1ccc(-c2cc(-c3ccc(C)cc3)[n+](-c3ccccc3)c(-c3ccc(C)cc3)c2)cc1	?	nt
CNC(C)(C)Cc1ccccc1	?	nt
COc1ccccc1Sc1ccccc1CC(C)N (stereo unspecified)	i	-17
COc1ccc(OCC(=O)N2CCN(Cc3nc4cc([N+](=O)[O-])ccc4n3C)CC2)cc1	?	nt
COc1ccc(N2C(=O)/C(=C/c3ccc(OC)c(OC)c3)C(=O)NC2=S)cc1	?	nt
CC1CN=C(NCc2ccncc2)S1 (stereo unspecified)	?	nt

Grouped by structure, the entries above with a COOH group (2)
SMILES	Lipid storage S3	Lipid storage S3 cell count max
CC1CC(NC(=O)C2C3CCC(O3)C2C(=O)O)CC(C)(C)C1 (stereo unspecified)	?	nt
C=CCn1c(O)c(C(C)=Nc2cccc(C(=O)O)c2)c(=O)[nH]c1=O	?	nt

Assay outcomes from PubChem BioAssay.

A portion of the library (hit frequency here may not be typical).
